Source: PubChem
PP5 inh – inhibitors of human protein phosphatase 5 (PP5) | purified PP5c, OMFP substrate fluorescence | inhibition, % at 6.7 µM | AID 1987 | P53041 | 0.18% of 320,000 active;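 active = inhibition above the campaign's mean inhibition across all tested compounds plus 3 SD, cut at about 9.5% in these data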;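 note: 0% = DMSO only and 100% = 100 µM cantharidin control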
Target sequence (P53041 whole entry, looked up): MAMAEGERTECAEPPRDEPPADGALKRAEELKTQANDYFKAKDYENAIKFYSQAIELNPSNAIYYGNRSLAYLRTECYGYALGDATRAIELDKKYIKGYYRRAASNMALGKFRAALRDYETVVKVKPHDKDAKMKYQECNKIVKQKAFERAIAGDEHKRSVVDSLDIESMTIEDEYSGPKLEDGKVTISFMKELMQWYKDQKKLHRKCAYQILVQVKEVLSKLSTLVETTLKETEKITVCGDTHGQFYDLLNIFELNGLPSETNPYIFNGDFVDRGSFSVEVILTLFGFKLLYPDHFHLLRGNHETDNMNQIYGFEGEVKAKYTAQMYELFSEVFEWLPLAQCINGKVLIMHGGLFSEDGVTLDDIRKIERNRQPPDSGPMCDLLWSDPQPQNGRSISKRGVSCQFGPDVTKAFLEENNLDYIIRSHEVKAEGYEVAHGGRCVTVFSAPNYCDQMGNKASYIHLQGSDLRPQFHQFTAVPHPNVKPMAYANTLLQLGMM
proCasp3 act – activates human procaspase-3 | activation, % at 8.5 µM | P42574 | 0.11% of 330,000 active | AID 463141 | recombinant procaspase-3 D3A, Ac-DEVD-pNA absorbance 405 nm;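 active = activation above the mean of all tested compounds plus 3 SD, cut at about 21% in these data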;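 note: 0% = DMSO alone and 100% = DMSO wells spiked with extra 5 µM PC-3 D3A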
Target sequence (P42574 whole entry D9A/D28A/D175A): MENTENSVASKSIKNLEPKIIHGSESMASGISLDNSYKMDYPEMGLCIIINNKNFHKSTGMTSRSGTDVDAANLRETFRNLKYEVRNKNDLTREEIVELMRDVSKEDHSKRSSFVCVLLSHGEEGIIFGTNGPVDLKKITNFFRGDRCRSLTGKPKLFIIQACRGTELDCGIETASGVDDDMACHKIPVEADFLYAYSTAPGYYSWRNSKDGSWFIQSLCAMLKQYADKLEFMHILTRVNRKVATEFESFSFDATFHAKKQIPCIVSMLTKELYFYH
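Compound: 8.5 µM single point, 0.8% DMSO / Material: Autoprocessing-dead procaspase-3 D3A mutant enzyme / Timing: 1 h preincubation plus 2 h reaction at 25 °C / Medium: Zinc-free HEPES/NaCl buffer with 0.01% Triton X-100 at pH 7.4 / Technique: 405 nm absorbance of p-nitroaniline, reads at 0 and 120 min / Repeats: one well per compound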
AHR act – activates the human aryl hydrocarbon receptor. P35869. AHR-responsive luciferase reporter cells, luminescence. activation, % at 5 µM. 2.5% of 320,000 active; in the data active = activation above about 47%;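 note: 0% = vehicle wells and 100% = reference agonist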
PP1 counter – PP1-alpha (human) inhibition in PP5 counter-screen | P62136 | purified PP1alpha, OMFP fluorescence | inhibition, % at 6.7 µM | AID 2235 | 0.9% of 320,000 active;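 active = inhibition above the mean inhibition of all tested compounds plus 3 SD, computed separately for each screening campaign, cut at about 15% in these data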
core dimer inh – blocks dimerization of HCV core protein; TR-FRET GST/Flag-core106 dimerization, 1536-well; inhibition, % at 5 µM; 0.33% of 300,000 active;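 active = inhibition above the mean of all tested compounds plus 3 SD, set per screening campaign, cut at about 45% in these data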
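assay system = GST-tagged and Flag-tagged HCV core protein residues 1-106 | controls = unlabelled core106 and no-GST-core106 wells | incubation = compound-protein-antibody incubation 4 h at 22.5 °C | probe or stimulus = Eu donor and XL665 acceptor anti-tag antibodies | read-out = % inhibition based on acceptor/donor emission ratio | signal = TR-FRET 671 and 617 nm emission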
PAFAH2 FP inh – inhibitors of human PAFAH2; recombinant PAFAH2, FP-rhodamine activity probe, fluorescence polarization; 0.99% of 340,000 active; inhibition, % at 3.39 µM; AID 492956; Q99487;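 active = inhibition above the mean over all tested compounds plus 3 SD, cut at about 30% in these data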;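 note: inhibitors block probe labeling of enzyme so polarization drops; 0% = enzyme with DMSO and 100% = wells lacking PAFAH2 protein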
CTSL1 counter – counter-screen for PFM18AAP inhibitors: inhibitors of F. hepatica cathepsin L1. recombinant F. hepatica cathepsin L1, Z-Leu-Arg-MCA fluorescence. inhibition, % at 5.96 µM. 0.49% of 300,000 active;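 active = inhibition above the mean of all tested compounds plus 3 SD, set per screening campaign, cut at about 17% in these data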;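 note: 0% = plate median of test compound wells and 100% = 1 µM Z-Phe-Ala-diazomethylketone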
TPT1 inhibitor – C. albicans TPT1 enzyme inhibition. recombinant caTPT1, FP RNA substrate dephosphorylation. inhibition, % at 5 µM. 0.81% of 300,000 active. AID 1962;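 active = inhibition above the mean of all tested compounds plus 3 SD, set per screening campaign, cut at about 24% in these data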;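 note: plate controls were DMSO alone for no effect and ferristatin control at 100 nM for full effect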
procasp7 counter – activates human procaspase-7, counter-screen for procaspase-3 activators. 0.093% of 330,000 active. recombinant procaspase-7, Ac-DEVD-pNA absorbance 405 nm; D23A/D198A/D206A triple mutant, cannot self-cleave; scale: DMSO 0, 5 µM enzyme 100. activation, % at 8.5 µM. P55210;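 active = percent activation above the screen-wide mean plus 3 SD, cut at about 25% in these data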
Target sequence (P55210 whole entry D23A/D198A/D206A): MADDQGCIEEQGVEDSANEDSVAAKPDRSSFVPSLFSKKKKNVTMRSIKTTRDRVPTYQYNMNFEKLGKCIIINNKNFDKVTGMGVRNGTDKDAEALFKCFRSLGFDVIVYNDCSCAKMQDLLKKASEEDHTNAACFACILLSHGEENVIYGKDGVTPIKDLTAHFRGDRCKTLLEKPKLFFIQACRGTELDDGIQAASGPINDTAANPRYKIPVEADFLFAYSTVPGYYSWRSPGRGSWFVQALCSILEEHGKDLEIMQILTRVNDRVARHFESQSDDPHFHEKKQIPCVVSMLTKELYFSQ
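Assay system: Uncleavable procaspase-7 mutant enzyme / Input: 2 µM procaspase-7 mutant as dispensed / Dosing: single nominal 8.5 µM compound dose, 0.8% DMSO final / Timing: 1 h enzyme–compound preincubation and 2 h substrate reaction, both 25 °C / Detection: p-Nitroaniline absorbance at 405 nm, read at 0 and 120 min / Replication: singlicate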
* = called active by the depositor; . = not tested or not shown.

SMILES	PP5 inh	proCasp3 act	AHR act	PP1 counter	core dimer inh	PAFAH2 FP inh	CTSL1 counter	TPT1 inhibitor	procasp7 counter
Cc1nnc(C)n1/N=C/c1ccccn1	-3.3	-1	-1	-2	-1	-3	2	-4	6
O=[N+]([O-])c1ccccc1/C=N/n1c(-c2cccnc2)n[nH]c1=S	1.9	4	8	-2	7	9	-5	-2	-7
COc1ccccc1CNC(=O)[C@H](NC(=O)C1CCN(C(=O)[C@@H](N)CCSC)CC1)C(C)C	0.7	6	-1	-3	0	-1	-2	-1	-1
COc1ccc(CCNC(=O)c2cccc(-n3cnnn3)c2)cc1	.	3	3	.	.	1	.	.	2
CC(C)C(=O)Nc1ccc(C(=O)Nc2nnc(C(C)C)s2)cc1	0.0	-3	12	-4	-1	0	-5	-3	7
CC(C)C(C)NC(=O)COC(=O)/C=C/c1ccc(S(=O)(=O)N2CCc3ccccc32)cc1 (stereo not drawn)	-0.1	5	1	-3	8	4	12	-1	12
Fc1ccc2nc(Nc3nc4c(F)cccc4s3)sc2c1	2.1	-11	62*	-2	-5	-16	7	6	-3
CCC1=C2CC[C@H]3C(=O)N(CC(=O)OC)C(=O)[C@H]3[C@H]2[C@@]2(C)C(=NCC(=O)OC)OC(=O)N2C1=O	0.0	-5	2	1	-7	7	0	1	-1
CC(=O)NCCCC(=O)NN1C(=S)N(Cc2ccccc2)C(=O)C1CC(=O)Nc1cccc(C)c1 (stereo not drawn)	1.0	-4	1	3	-2	-2	-3	2	8
CC1(C)CC(=O)C=C(N2CCNCC2)C1	0.5	6	0	0	-1	-12	0	4	7
CC1(C)C/C(=N/Nc2ccc([N+](=O)[O-])cc2[N+](=O)[O-])C(C)(C)O1	0.9	-9	-1	1	-2	-1	0	3	3
O=C(Nc1ccccc1)c1ccc(-c2ccccc2C(F)(F)F)o1	3.4	-9	8	7	-5	-2	5	0	-7
COc1cccc(C(=O)NNC(=O)C(=O)N2CCCCC2)c1	1.0	-2	4	2	1	1	2	-2	-1
S=C(Nc1ccccc1)N1CCC(C2CCN(C(=S)Nc3ccccc3)CC2)CC1	2.9	3	2	-5	1	.	0	1	-4
Cc1ccc(C(=O)C2CCOC(C)(C)C2)cc1 (stereo not drawn)	1.7	11	-5	-3	0	-1	0	1	4
CCn1cc(C(=O)N2CCc3ccccc3C2)c(=O)c2cc(S(=O)(=O)N3CCCCC3)ccc21	-1.6	3	-1	1	0	.	2	-2	1
CCn1c(=N)n(CC(O)COc2cccc(C)c2)c2ccccc21 (stereo not drawn)	0.7	2	5	-3	-9	1	4	3	10
CCN(CC(=O)NCc1ccc(F)cc1)CC(O)COCc1cccc(OC)c1 (stereo not drawn)	-0.4	-1	3	6	-8	-1	1	0	4
Cc1cc(NC(=O)C(C)C)ncc1NC(=O)c1cccc(F)c1	-1.0	-9	0	-5	-1	4	0	-1	-6
COc1cc(/C=C2\SC(=S)N(NC(=O)c3ccc(O)cc3)C2=O)ccc1O	3.9	-11	1	2	-20	-172	2	35*	-6

A portion taken from the entries so far, as a working copy:
SMILES	PP5 inh	proCasp3 act	AHR act	PP1 counter	core dimer inh	PAFAH2 FP inh	CTSL1 counter	TPT1 inhibitor	procasp7 counter
CCN(CC(=O)NCc1ccc(F)cc1)CC(O)COCc1cccc(OC)c1 (stereo not drawn)	-0.4	-1	3	6	-8	-1	1	0	4
Cc1cc(NC(=O)C(C)C)ncc1NC(=O)c1cccc(F)c1	-1.0	-9	0	-5	-1	4	0	-1	-6
COc1cc(/C=C2\SC(=S)N(NC(=O)c3ccc(O)cc3)C2=O)ccc1O	3.9	-11	1	2	-20	-172	2	35*	-6

Going on with the list:
SMILES	PP5 inh	proCasp3 act	AHR act	PP1 counter	core dimer inh	PAFAH2 FP inh	CTSL1 counter	TPT1 inhibitor	procasp7 counter
CCOC(=O)N1CCC(NC(=O)c2cc(C(=O)Nc3ccc(OCC)cc3)ccc2CO)CC1	1.5	-7	0	-3	-10	3	-2	-3	-1
CCc1ccccc1N(C(=O)CCC(=O)Nc1cc(C)on1)C(C(=O)NC1CCCC1)c1ccco1 (stereo not drawn)	-0.1	2	0	-6	2	-3	-1	-3	3
Cc1nn(-c2ccccc2)c(N2CCCC2)c1/C=N/NC(=O)c1cc(-c2cccs2)nc2ccccc12	1.7	-2	21	15	37	-9	0	3	4
Nc1nc(SCc2c(F)cccc2Cl)[nH]c(=O)c1-c1ccccc1	0.3	5	-11	1	-1	11	0	-1	5
CC(C)C1Cc2c(sc3c2c(=O)n(Cc2ccccc2)c2nncn32)CO1 (stereo not drawn)	3.3	8	26	1	17	-6	-1	-5	1
COc1cccc(-n2nnc3c(=O)n(Cc4ccc(F)cc4)cnc32)c1	2.4	15	2	40*	5	-9	-3	3	9
O=c1c2c(ncn1Cc1ccccc1)nc1n2CCC1	5.0	6	3	-3	-4	4	-6	2	2
Cc1ccc(-c2cc(=O)c3ccc(Cl)cc3[nH]2)cc1	-0.6	4	29	2	-19	-4	1	-5	-8
CCN(CC1CCCN(CCc2cccc(F)c2)C1)C(=O)c1cc(C)oc1C (stereo not drawn)	1.2	3	0	-1	-2	-2	-1	-1	0
COC(=O)c1ccc(C2/C(=C(/O)c3ccc4c(c3)CC(C)O4)C(=O)C(=O)N2Cc2ccncc2)cc1 (stereo not drawn)	-0.8	-3	-1	1	3	4	-3	-4	-22
COc1ccc(-c2nc(CSCC(=O)NC3CCN(Cc4ccccc4)CC3)c(C)o2)cc1OC	2.8	5	0	-2	6	4	-1	-2	7
Cc1ccc(S(=O)(=O)N2CCOc3ccccc32)c(C)c1NS(C)(=O)=O	-0.2	-7	2	0	0	-2	-4	0	2
COc1ccc(-n2nc(C(=O)NCC(=O)N3CCC(C)CC3)c3ccccc3c2=O)cc1Cl	-3.1	-2	7	1	7	-14	-5	-1	3
COC(=O)C1=C(N)Oc2cc(C)n(CCCn3ccnc3)c(=O)c2C1c1cccc(Cl)c1 (stereo not drawn)	1.8	12	6	1	-7	1	-3	0	-4
CC1CCN(C(=O)CN(C)S(=O)(=O)c2cccc3nsnc23)CC1	1.8	1	1	-3	-5	-6	4	-10	15
COc1ccc(C2N(c3cccc(Cl)c3)C(=O)C3CCCN32)cc1 (stereo not drawn)	-1.7	-2	-2	0	-2	-50	1	-1	7
COc1ccc(C(=O)Nc2ccc3c(c2)C(=O)NC3=O)cc1	-0.8	4	-3	0	-9	-15	-1	-2	3
O=C(CCN1CCN(S(=O)(=O)c2cccc([N+](=O)[O-])c2)CC1)Nc1ccccc1F	-0.6	-1	2	-2	3	15	0	-5	2
Cc1ccc(S(=O)(=O)N2CCCCC2CCNC(=O)C(=O)NCc2ccncc2)cc1 (stereo not drawn)	0.9	2	10	-3	-9	1	4	-1	11
CCc1ccc(C(=O)COC(=O)[C@@H](NC(N)=O)[C@@H](C)CC)cc1	2.3	1	1	-1	3	1	-6	2	-1

Full records from above. Order of screens: PP5 inh | proCasp3 act | AHR act | PP1 counter | core dimer inh | PAFAH2 FP inh | CTSL1 counter | TPT1 inhibitor | procasp7 counter
Shown for `COC(=O)C1=C(N)Oc2cc(C)n(CCCn3ccnc3)c(=O)c2C1c1cccc(Cl)c1` (stereo not drawn) → 1.8 | 12 | 6 | 1 | -7 | 1 | -3 | 0 | -4
Shown for `Cc1ccc(S(=O)(=O)N2CCCCC2CCNC(=O)C(=O)NCc2ccncc2)cc1` (stereo not drawn) → 0.9 | 2 | 10 | -3 | -9 | 1 | 4 | -1 | 11

(further entries)
SMILES	PP5 inh	proCasp3 act	AHR act	PP1 counter	core dimer inh	PAFAH2 FP inh	CTSL1 counter	TPT1 inhibitor	procasp7 counter
COc1cc(S(=O)(=O)Nc2ccccc2)ccc1NC=O	1.3	-3	1	-3	0	-1	-2	-4	9
O=C1Nc2c(c(=O)[nH]c(=O)n2-c2ccccc2)C(C(F)(F)F)(C(F)(F)F)N1	2.2	-1	-2	1	1	2	0	-2	2
COCc1[nH][nH]c(=O)c1/C=N/N1CCOCC1	3.7	2	0	2	-4	-6	0	3	-16
O=C(Nc1ccc2[nH]ccc2c1)c1ccc(F)cc1	-2.8	5	-8	-1	-1	-7	3	2	4
Cn1c(=O)c2c(nc(SCC(=O)NCc3ccc4c(c3)OCO4)n2Cc2ccc(F)cc2)n(C)c1=O	1.8	5	1	0	0	-4	1	2	-3
Cc1cc(NC(=O)c2cccc(S(=O)(=O)N3CCC(C)CC3)c2)no1	-0.1	1	1	-2	4	-6	-1	-3	2
O=C(NCCCN1CCCC1=O)c1ccc2c(=O)n(Cc3ccco3)c(=S)[nH]c2c1	1.3	-6	30	2	-1	-1	0	-2	-5
CN1CCN(CC(O)COc2ccc(OCC(O)CN3CCN(C)CC3)cc2)CC1 (stereo not drawn)	3.7	8	4	-3	-8	3	3	-2	6
C/C(=N\N1C(C)CCCC1C)c1ccccc1O (stereo not drawn)	1.0	-7	-2	2	-4	4	-2	-3	13
CCC(=O)NC(c1cccs1)c1cc([N+](=O)[O-])c2cccnc2c1O (stereo not drawn)	2.9	-10	1	12	-16	10	0	0	-2

A different layout for part of the listing above.
> O=[N+]([O-])c1ccccc1/C=N/n1c(-c2cccnc2)n[nH]c1=S
  PP5 inh = 1.9; proCasp3 act = 4; AHR act = 8; PP1 counter = -2; core dimer inh = 7; PAFAH2 FP inh = 9; CTSL1 counter = -5; TPT1 inhibitor = -2; procasp7 counter = -7
> COc1ccccc1CNC(=O)[C@H](NC(=O)C1CCN(C(=O)[C@@H](N)CCSC)CC1)C(C)C
  PP5 inh = 0.7; proCasp3 act = 6; AHR act = -1; PP1 counter = -3; core dimer inh = 0; PAFAH2 FP inh = -1; CTSL1 counter = -2; TPT1 inhibitor = -1; procasp7 counter = -1
> COc1ccc(CCNC(=O)c2cccc(-n3cnnn3)c2)cc1
  PP5 inh = .; proCasp3 act = 3; AHR act = 3; PP1 counter = .; core dimer inh = .; PAFAH2 FP inh = 1; CTSL1 counter = .; TPT1 inhibitor = .; procasp7 counter = 2
> CC(C)C(=O)Nc1ccc(C(=O)Nc2nnc(C(C)C)s2)cc1
  PP5 inh = 0.0; proCasp3 act = -3; AHR act = 12; PP1 counter = -4; core dimer inh = -1; PAFAH2 FP inh = 0; CTSL1 counter = -5; TPT1 inhibitor = -3; procasp7 counter = 7

(next part)
SMILES	PP5 inh	proCasp3 act	AHR act	PP1 counter	core dimer inh	PAFAH2 FP inh	CTSL1 counter	TPT1 inhibitor	procasp7 counter
O=C(NCC(c1ccc(F)cc1)N1CCOCC1)c1nn(-c2ccccc2)c(=O)c2ccccc12 (stereo not drawn)	-0.2	1	2	3	.	-3	.	.	8
Cc1nn(CCCC(=O)NCCCN2CCN(C)CC2)c(=O)c2c1sc1ccccc12	-0.5	5	1	-3	-4	1	1	-5	-8
COc1ccc(NC(=O)CN(C)C(=O)CCCc2c[nH]c3ccccc23)cc1	3.7	-10	12	0	-9	3	1	-6	-3
CSc1ccc(S(=O)(=O)Nc2ccc(NC(C)=O)cc2)cc1	1.0	2	3	0	-5	2	-1	-1	-3
O=C1C2=C(CCCC2)C(=O)N1CNc1ccccc1	3.0	-8	0	-5	-2	-1	-13	-4	3
